# Compound activity deposited in PubChem BioAssay by National Center for Advancing Translational Sciences (NCATS).
# D2 potentiator = positive allosteric modulators of human D2 dopamine receptor; 340,000 compounds, 0.34% hits; potentiation, % at 10 µM; HEK293 T-REx D2, calcium flux, EC20 dopamine potentiation; P14416; AID 485347;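 active means potentiation over 3 SD above the plate norm, cut at about 30% in these data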; further: 0% is about no effect
#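 Potentiation of an EC20 dopamine calcium response measured kinetically over 180 s, after a preceding 180 s compound-only read flagging agonists. Cells: inducible Hek293 Trex D2 line, 4000/well, cultured overnight at 30 C before dye loading.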
# RXFP1 antagonist = RXFP1 (human) relaxin receptor antagonism; HEK293-RXFP1, relaxin-stimulated cAMP HTRF, 30 min; hits give low values; activity change, negative = inhibition, % at 57.5 µM; 350,000 compounds, 0.59% hits;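 active means activity change of -60% or lower, but not beyond a set lower limit; inconclusive means change between -60% and -40%, or beyond the set limit; inactive means change above -40%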; further: on the % scale 0 is the no-effect control and ±100 the full control effect
# D1 ag = activates the human D1 dopamine receptor. P21728. HEK293 T-REx D1 cells, calcium flux, agonist mode. activation, % at 2 µM. 360,000 compounds, 1% hits. AID 504660; in the data active means activation above about 30%; further: 0% is about no effect
# Target sequence (P21728 whole entry, looked up): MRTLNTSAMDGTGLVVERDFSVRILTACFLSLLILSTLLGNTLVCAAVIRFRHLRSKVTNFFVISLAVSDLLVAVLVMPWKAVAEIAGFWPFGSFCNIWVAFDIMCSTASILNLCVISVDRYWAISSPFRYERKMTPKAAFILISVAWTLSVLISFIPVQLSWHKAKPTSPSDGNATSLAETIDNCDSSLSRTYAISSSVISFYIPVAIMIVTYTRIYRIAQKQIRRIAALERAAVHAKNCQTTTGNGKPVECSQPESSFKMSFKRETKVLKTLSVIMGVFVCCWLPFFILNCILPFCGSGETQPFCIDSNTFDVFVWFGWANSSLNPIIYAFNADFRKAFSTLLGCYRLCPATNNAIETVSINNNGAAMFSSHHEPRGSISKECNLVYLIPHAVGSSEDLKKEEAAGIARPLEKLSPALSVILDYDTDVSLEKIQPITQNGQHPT
#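 Inducible HEK293 T-REx D1 cells, force-coupled to calcium signalling, were plated at 4000 cells/well with tetracycline and held overnight at 30 C. After no-wash calcium dye loading, compound-evoked calcium rise over 180 s flagged agonists.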
# RXFP1 ag = activates the human relaxin receptor RXFP1. Q9HBX9. HEK293T-RXFP1 cAMP TR-FRET, 30 min; response scale: percent of porcine relaxin response, buffer zero. Potency, µM (titrated, usually from 57.5 µM), for the others: top-dose activation, usual class: activators. 370,000 compounds, 0.3% hits. AID 2676; further: potency means the concentration at half of the fitted maximal effect; on the % scale 0 is the no-effect control and ±100 the full control effect; nearly all actives have a fitted effect of over 60% in size; many of its hits are not listed in these tables
#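 HEK293T cells stably expressing RXFP1 were pretreated with the PDE4 inhibitor Ro 20174, exposed to compounds for 30 min at 37C, lysed, and cAMP was read by TR-FRET. Data normalized to buffer (basal) and 29 nM porcine relaxin (100%).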
# D1 PAM = enhances dopamine response at the human D1 receptor; HEK293 TREx D1 cells, calcium flux, dopamine EC20 potentiation; potentiation, % at 10 µM; 360,000 compounds, 0.036% hits; in the data active means potentiation above about 30%; further: 0% is about no effect
# TRHR PAM = TRH receptor (human) allosteric enhancement; P34981; TRHR cells, fluo-8 calcium fluorescence, EC20 TRH enhancement; enhancement, % at 2 µM; 360,000 compounds, 0.66% hits; AID 493056; in the data active means enhancement above about 30%; further: 0% is about no effect
# Target sequence (P34981 whole entry, looked up): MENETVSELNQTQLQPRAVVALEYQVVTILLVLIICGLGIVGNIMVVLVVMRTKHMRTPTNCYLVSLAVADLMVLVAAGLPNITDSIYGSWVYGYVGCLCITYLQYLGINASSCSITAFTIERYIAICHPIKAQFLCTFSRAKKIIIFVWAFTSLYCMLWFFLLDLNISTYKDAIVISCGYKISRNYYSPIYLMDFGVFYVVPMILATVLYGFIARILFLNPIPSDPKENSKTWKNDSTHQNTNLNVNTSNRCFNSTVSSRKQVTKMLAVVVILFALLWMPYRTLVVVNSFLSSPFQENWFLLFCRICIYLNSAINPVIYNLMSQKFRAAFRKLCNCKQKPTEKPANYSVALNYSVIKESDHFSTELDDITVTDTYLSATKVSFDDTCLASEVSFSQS
#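 TRHR-expressing cells loaded with fluo-8 calcium dye were read kinetically (ex 480/em 530) during compound addition, then stimulated with an EC20 of TRH (10 nM final). Enhancement of the Gq-mediated intracellular calcium response was scored.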
# TRHR ag = activates the human TRH receptor. P34981. TRHR cells, calcium flux fluo-8, FDSS agonist mode. activation, % at 2 µM. 360,000 compounds, 0.18% hits. AID 493084; in the data active means activation above about 30%; further: 0% is about no effect
#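 TRHR-expressing cells, plated overnight in medium with 10% serum, were loaded with fluo-8 calcium dye at room temperature. After a 10 s baseline, library compound was pin-added and calcium release was recorded kinetically (ex 480/em 530) as agonist response.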
# Apoferritin bind = binds horse apoferritin like a general anesthetic; P02791; apoferritin/1-aminoanthracene competitive binding, fluorescence; Potency, µM (top dose mostly 77.5 µM), without a hit: top-dose activity change, negative = displacement, actives largely listed as inhibitors; 350,000 compounds, 0.074% hits; AID 485281; further: potency means the concentration at half of the fitted maximal effect; on the % scale 0 is the no-effect control and ±100 the full control effect; nearly all actives have a fitted effect of over 20% in size
# Target sequence (P02791 2-175 limits assumed): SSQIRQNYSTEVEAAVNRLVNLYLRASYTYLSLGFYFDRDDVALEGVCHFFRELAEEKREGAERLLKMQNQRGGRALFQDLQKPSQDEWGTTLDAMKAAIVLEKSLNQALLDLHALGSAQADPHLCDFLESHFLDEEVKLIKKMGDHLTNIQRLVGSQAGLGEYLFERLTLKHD
#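 Concentration-response curves derived by four-parameter Hill fitting of normalized fluorescence, where compounds displaced 1-AMA from 10 uM horse apoferritin following a brief 10 min room-temperature incubation; propofol titration acted as positive control.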
# D1 antagonist = antagonists of human D1 dopamine receptor. 360,000 compounds, 3.2% hits. activity change, negative = inhibition, % at 10 µM. HEK293 TREx D1 cells, calcium flux, dopamine EC80; hits give low values. P21728. AID 504652; in the data active means activity change below about -30%; further: on the % scale 0 is the no-effect control and ±100 the full control effect
#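 Inducible Hek293 Trex D1 cells (tetracycline, overnight, 30 C). Calcium dye 30–90 min RT. Antagonist mode: EC80 dopamine added after 180 s compound read.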
# * hit, by the source's call; u = inconclusive; x = not tested or not shown. Unless noted, the call rests on the fitted dose curve; in most records, active means well fitted curve in the direction sought with a large enough effect; inconclusive means small, poorly fitted or top-dose-only effect, or another doubt; inactive means no such curve, though single readings can be large; an effect the other way counts as inactive or inconclusive.
SMILES,D2 potentiator,RXFP1 antagonist,D1 ag,RXFP1 ag,D1 PAM,TRHR PAM,TRHR ag,Apoferritin bind,D1 antagonist
Cc1ccccc1N(C)S(=O)(=O)c1ccc2[nH]cc(C(=O)NCC3CCCO3)c(=O)c2c1 (stereo not given),2,-14,2,1.2%,3,-1,-0.4,-10%,-2
CCC(=O)N1CCc2cc(S(=O)(=O)CCC(=O)Nc3ccc(OC(F)(F)F)cc3)ccc21,-1,x,5,2.8%,-1,-1,-0.6,-14%,7
CCC(=O)N1Cc2ccccc2-c2ccccc2C1=O,-6,-15,-2,-0.2%,9,-3,0.4,-11%,3
Cc1cccc(CSC(Nc2ccc(F)cc2)=C(C#N)C#N)c1,-5,-29,26,1.2%,-8,-9,3.5,-16%,-35*
Cc1ccc(NS(=O)(=O)c2ccc(NC(=O)C3CCCO3)cc2)cc1 (stereo not given),3,1,39*,3.0%,-4,10,-0.8,-19%,0
O=C(CSc1ncn(-c2ccccc2)n1)Nc1ccc(Br)cn1,-11,-10,2,0.3%,0,-4,-1.2,-15%,6
NC(=O)C1(N2CCCCC2)CCN(C(=O)c2ccccc2)CC1,7,10,1,0.8%,-1,1,0.0,0%,14
Cn1nnnc1SCC(=O)Nc1ccccc1[N+](=O)[O-],-4,4,5,-1.0%,-4,3,1.0,-15%,5
Cc1cccc2sc(N(CCN(C)C)C(=O)c3cc(Cl)sc3Cl)nc12,-8,u,2,-0.2%,-1,9,1.2,-9%,4
CC1OC(OCC2OC(Oc3c(-c4ccc(O)cc4)oc4cc(O)cc(O)c4c3=O)C(O)C(O)C2O)C(O)C(O)C1O (stereo not given),4,x,-1,3.3%,-1,5,-0.1,-12%,-13
COc1ccccc1CNc1cc(C)ccc1C,1,-11,-3,-2.1%,-5,-2,-1.0,u,16
C=CCNC(=S)Nc1cc(C)ccn1,2,-9,0,2.4%,-5,5,-0.3,u,-16
COC(=O)c1cn(C(=O)c2ccc(C)cc2C)c2ccccc12,2,-13,1,0.8%,-1,8,0.5,-4%,8
CCN1C(=O)c2ccccc2Sc2ccc(NC(=O)Cc3ccc(OC)c(OC)c3)cc21,13,-13,1,0.2%,-4,8,0.1,-11%,-1
CCOc1ccc(/C=C2\SC(N3CCc4ccccc4C3)=NC2=O)cc1,-15,u,1,-0.6%,5,1,-0.4,7%,1

# 3 successive records already listed, quoted:
SMILES,D2 potentiator,RXFP1 antagonist,D1 ag,RXFP1 ag,D1 PAM,TRHR PAM,TRHR ag,Apoferritin bind,D1 antagonist
COC(=O)c1cn(C(=O)c2ccc(C)cc2C)c2ccccc12,2,-13,1,0.8%,-1,8,0.5,-4%,8
CCN1C(=O)c2ccccc2Sc2ccc(NC(=O)Cc3ccc(OC)c(OC)c3)cc21,13,-13,1,0.2%,-4,8,0.1,-11%,-1
CCOc1ccc(/C=C2\SC(N3CCc4ccccc4C3)=NC2=O)cc1,-15,u,1,-0.6%,5,1,-0.4,7%,1

# (list continues)
SMILES,D2 potentiator,RXFP1 antagonist,D1 ag,RXFP1 ag,D1 PAM,TRHR PAM,TRHR ag,Apoferritin bind,D1 antagonist
CC(/C=C/c1ccccc1)=N/O,5,-6,6,-0.1%,0,-5,-0.9,u,1
COc1cccc(OCc2cc(C(=O)NC3CCOCC3)no2)c1,-3,13,5,-1.9%,-3,12,-0.1,-24%,5
O=C(O)C1=C[C@H](c2csc3ccccc23)C[C@H](OCCCCO)O1,7,x,9,-0.3%,2,-5,-0.6,-2%,5
COc1ccccc1N1CCN(c2ncnc3c2cnn3C)CC1,-12,16,-1,3.9%,1,9,-0.2,-4%,11
CCN(CC)Cc1c(C(=O)N/N=C/c2cccc(OCc3cccc(Cl)c3)c2)nnn1-c1nonc1N,-1,7,6,0.2%,-4,11,0.2,u,12
Cc1sc2ncn(CC(=O)N3CCN(c4ccc(F)cc4)CC3)c(=O)c2c1S(=O)(=O)N1CCCCC1,5,-28,1,-0.3%,0,1,-0.2,-4%,-5
Cc1csc2nc(COC(=O)c3ccc(NC(=O)c4ccccc4Br)cc3)cc(=O)n12,3,-1,11,1.0%,0,3,1.3,-2%,-21
COC(=O)C(C)NC(=O)c1cn(-c2ccccc2OC)c(=O)c2ccccc12 (stereo not given),x,7,1,0.8%,-6,2,0.6,-2%,-1
CC1(C)Cc2ccccc2-c2nnc(-c3cccnc3)n21,-6,0,3,2.2%,-2,2,0.2,-8%,17
Cc1cccc(NCCC(=O)c2ccc([N+](=O)[O-])cc2)c1C,-5,2,7,3.0%,14,-9,0.0,u,-9
CCOC(=O)Cn1c(=O)oc2cc(S(=O)(=O)N(C)Cc3ccco3)ccc21,-4,x,7,3.2%,-6,-7,0.6,-6%,-13
COc1ccc(OC)c(CN(CCN2CCOCC2)S(=O)(=O)c2ccc(NC(C)=O)cc2)c1,-1,22,1,-3.2%,-5,-1,0.3,-3%,8
CCN(CC)CCC(=O)N1c2ccccc2Sc2ccc(Cl)cc21,-13,x,4,0.2%,-6,-18,0.2,x,-15
CC1CCCCC1NC(=O)CSc1ccsc1[N+](=O)[O-] (stereo not given),-3,3,3,4.0%,7,-3,0.8,-17%,-2
COc1ccc(C2(Nc3cccc(F)c3)C(=O)c3ccccc3C2=O)cc1,6,-12,1,0.0%,-3,-2,-0.2,-3%,-16
CCOC(=O)CSc1nc2ccccc2c(=O)n1CCc1ccc(OC)c(OC)c1,11,0,12,1.6%,0,-6,-0.4,-2%,7
CN(C)C(=N)c1n[nH]nc1SCc1ccc(Cl)c(Cl)c1,-20,-15,0,0.6%,-3,-7,0.6,-5%,-36*
CN(C)c1ccc(/C=C2\NC(=S)N(Cc3ccccc3)C2=O)cc1,-4,-13,203*,-2.7%,-3,24,95*,-21%,-13
O=C(CNc1cccc(F)c1)Nc1cccc(S(=O)(=O)N2CCCCC2)c1,-6,-21,4,0.3%,-7,-1,0.3,x,7
COc1ccc(NC(=O)CC(C)C)c(OC)c1,5,-3,0,-0.3%,5,-3,0.0,-21%,0
Cc1ccc(NC(=O)c2ccc3snnc3c2)cc1Cl,-10,x,11,1.8%,-2,-2,-0.5,-1%,-3
CCOc1ccc2[nH]c(SCC(=O)OC)c([N+](=O)[O-])c2c1,-2,-27,7,4.4%,-3,-5,2.2,29%,-22
Cc1ccc(NC2=C(Cl)C(=O)OC2OC(=O)c2ccco2)cc1 (stereo not given),x,12,4,0.3%,-1,-5,0.2,-12%,-21
CCOc1cc2[nH]c(=O)n(Cc3ccc(C(=O)N4CCN(c5ccccc5)CC4)cc3)c(=O)c2cc1OCC,3,-8,2,12%,1,11,0.7,-3%,7
CCCCOC(=O)Cn1c(-c2ccccc2)nc2ccccc2c1=O,3,-17,9,0.2%,17,11,1.4,-14%,33
COc1ccc(OC)c(-c2noc(CSc3nnc(-c4ccccc4)n3-c3ccccc3)n2)c1,-4,-8,9,-0.4%,1,-6,0.2,-7%,-2
CCCCNC(=O)CCCn1c(=S)[nH]c2cc3c(cc2c1=O)OCO3,-7,u,1,10.0%,1,-3,0.2,-12%,-12
N#Cc1ccccc1COC(=O)c1cccnc1N,0,-11,11,-1.9%,0,2,0.0,-13%,10
O=C(CN1CCN(c2ccc(O)cc2)CC1)Nc1ccc(SC(F)F)cc1,-4,-5,6,5.2%,-4,4,0.1,-16%,-23
CCOc1ccccc1NC(=O)NCCN1CCCCC1,-12,13,2,0.5%,-5,4,0.3,-2%,-1
CC(C)CCNC(=O)c1onc(CSc2ccc(F)c(F)c2)c1C(=O)NCCC(C)C,-2,x,9,0.0%,-4,0,2.2,-3%,4
O=C(Nc1nnc(-c2ccc(Cl)cc2)o1)C1=COCCO1,-9,5,1,0.2%,-1,-9,0.0,-5%,0
COc1ccccc1NC(=O)CN1C(=O)CCS(=O)(=O)c2ccccc21,-7,-5,0,-4.4%,-3,-3,0.4,-3%,1
CCOC(=O)COc1ccc([N+](=O)[O-])cc1-c1ccnc2cc(-c3ccc(Cl)cc3)nn12,1,x,0,u,-1,1,0.8,-3%,-2
O=C(Cc1cccs1)N1CCN(S(=O)(=O)c2ccc(Cl)c(C(F)(F)F)c2)CC1,-1,-3,0,2.3%,9,7,0.2,x,-8
CC(NC(=O)C1CCN(S(=O)(=O)c2ccc(F)cc2)CC1)c1ccccc1 (stereo not given),3,-7,9,3.7%,-2,7,-0.4,7%,3
CC1CCN(S(=O)(=O)c2ccc3c(c2)CCN3C(=O)Nc2cccc(Br)c2)CC1,-5,-2,2,19%,0,2,0.3,5%,13
O=C(O)C1CN(c2ncccc2[N+](=O)[O-])C1,x,-40,2,-0.2%,0,8,0.4,-5%,-19
Cc1ccc(C)c(N(C(=O)CNC(=O)c2ccco2)C(C(=O)NCC2CCCO2)c2ccccc2)c1 (stereo not given),11,-5,1,1.0%,-2,0,-0.4,4%,0
C/C(=N\NC(=O)c1ccc(=O)[nH]n1)c1cccnc1,2,10,2,1.9%,-1,0,0.6,-14%,0
Cc1ccccc1OCCC(=O)OCC(=O)N1CCN(S(=O)(=O)c2ccc(Cl)cc2)CC1,-10,-5,8,1.2%,-2,-2,0.1,x,-2
Cc1ccc(N(CCC(=O)O)S(=O)(=O)c2cccc(C(F)(F)F)c2)cc1,21,-3,5,-1.9%,-5,12,13,-3%,11
CCc1ccc(NC(=O)CCc2c(C)nn(-c3ccc(N4CCOCC4)nn3)c2C)cc1,-8,2,0,2.7%,-5,6,-0.1,1%,-13
CCOC(=O)c1ccc(-n2c(C)nc3ccccc3c2=O)cc1,8,-2,9,0.0%,-7,-4,-0.5,-14%,-19
CCOC(=O)c1c(NC(=O)C2CCN(S(=O)(=O)c3ccc(Cl)cc3)CC2)sc2c1CCCC2,-2,x,0,2.7%,-8,-4,0.5,-7%,1
CCc1ccccc1NS(=O)(=O)c1cc(C)ccc1OC,4,0,0,-0.5%,0,1,-0.5,-14%,-13
COc1ccc(-c2nc(CSc3nncn4c3cc3sccc34)c(C)o2)cc1OC,2,13,-1,9.3%,-3,2,-0.3,-9%,0
COc1cc(NS(=O)(=O)c2ccc3c(c2)NC(=O)CO3)cc(OC)c1,1,15,1,1.5%,1,1,0.2,-7%,20
OCCNCc1c(OCc2ccc(Cl)cc2)ccc2ccccc12,-4,u,160*,3.5%,-12,3,-0.6,-18%,-38*
CCOC(=O)C1(Cc2ccccc2C)CCCN(C(=O)CCc2c(C)noc2C)C1 (stereo not given),-4,15,0,0.7%,0,-4,0.9,-8%,7

# A portion of the library (hit frequency here may not be typical).
